# High-throughput results deposited in PubChem by NCI.
# All columns: NCI-60 one-dose screen, growth in % after 48 h at 10 µM unless noted; 100 = growth as untreated, 0 = no growth, -100 = all killed.
# HOP-92: HOP-92 NSCLC cells. AID 1794738. 71,000 compounds, 6.3% hits
# MDA-MB-435: MDA-MB-435 melanoma; 82,000 compounds, 7.8% hits; AID 1794794
# CCRF-CEM: CCRF-CEM leukemia; 77,000 compounds, 7% hits; AID 1794778
# SR: SR leukemia cells | AID 1794780 | 73,000 compounds, 8.7% hits
# K-562: K-562 leukemia; 78,000 compounds, 7.4% hits
# MOLT-4: MOLT-4 leukemia cells; 80,000 compounds, 6.9% hits; AID 1794779
# RPMI-8226: RPMI-8226 leukemia cells; 77,000 compounds, 7.5% hits
# HOP-62: HOP-62 NSCLC | 80,000 compounds, 3.9% hits | AID 1794735
# Active calls of the source: *; nt = not tested or not shown; & = joins results of further samples; [ ] = dose if it differs, or a comment. The calls were made as follows: active = growth percent below 10; inactive = the rest.
SMILES,HOP-92,MDA-MB-435,CCRF-CEM,SR,K-562,MOLT-4,RPMI-8226,HOP-62
Nc1c(N=Nc2ccc(S(=O)(=O)O)cc2)cc(S(=O)(=O)O)c2ccc(N=Nc3ccc([N+](=O)[O-])cc3)c(O)c12,86,113,95,80,85,84,95,97
Fc1ccc(/C=N/Nc2ncc(-c3cc4cc5c(cc4o3)OCO5)s2)cc1,135,99,113,nt,80,100,90,94
CCOc1ccc(/C=C\C(=O)O)cc1,87,107,96,82,103,92,113,135
O=C(Nc1nc2c(F)cc(F)cc2s1)C(Cl)(Cl)Cl,107,97,102,105,101,109,102,92
C=C1CCC2C3(C)COC(c4ccccc4)OC3CCC2(C)C1C/C=C1/C(=O)OCC1OC(C)=O (stereo not given),100,89,2.2*,78,74,77,nt,96
COc1cc(/C=C/C(=O)c2ccccc2)cc(OC)c1OC,76,14,nt,nt,11,29,24,104
COc1ccc(CCc2nc3cc(-c4c(C)noc4C)ccc3n2CCN2CCOCC2)cc1,-7.3*,26,43,39,14,73,-5.7*,40
NS(=O)(=O)c1ccc(NNCCC(=O)c2ccccc2)cc1,111,107,115,97,106,104,110,104
Cc1cc(C)c2c(Cn3cc(CSc4nc5cc(Cl)ccc5o4)nn3)cc(=O)oc2c1,113,102,101,106,98,102,119,109
O=C(/C=C/c1ccc(F)cc1)c1ccc(Nc2nc(N3CCCCC3)nc(N3CCCCC3)n2)cc1,107,106,107,107,104,102,111,103
Clc1ccc(C2SC=Cc3ccccc32)cc1 (stereo not given),95,94,102,101,98,93,102,97
COc1ccc(NC(=O)/C=C/C(=O)O)cc1,99,108,116,99,103,94,118,96

# Reprinted from the part before: two entries; new compounds follow.
SMILES,HOP-92,MDA-MB-435,CCRF-CEM,SR,K-562,MOLT-4,RPMI-8226,HOP-62
Clc1ccc(C2SC=Cc3ccccc32)cc1 (stereo not given),95,94,102,101,98,93,102,97
COc1ccc(NC(=O)/C=C/C(=O)O)cc1,99,108,116,99,103,94,118,96
Cc1ccc(=O)n(-c2ccc(C3=NCCN3)cc2)c1,78,107,99,98,101,110,103,92
CCC(CC)(C(=O)O)C(=O)O,98,112,101,102,117,102,102,103
O=C(Cn1cc(COn2nnc3ccccc32)nn1)Nc1ccc([N+](=O)[O-])cn1,111,106,106,94,101,102,108,100
C#CC(OC(=O)N(C)C)(c1ccccc1)c1ccc(F)cc1 (stereo not given),93,120,116,108,120,98,128,116
O=C(Cl)CN1C(=O)c2ccccc2C1=O,92,102,101,99,96,104,97,107
NC(=O)n1[nH]c(N)c(N=Nc2ccc(S(=O)(=O)N=C(N)N)cc2)c1=O,86,104,103,97,103,106,101,109
COC(=O)C1=Nc2ccc(F)cc2/C1=C\c1sc(=O)[nH]c1O,63,80,87,69,86,97,52,77
N#CCC(C#N)N1CCCCC1 (stereo not given),106,106,83,106,103,101,102,110
Cn1cc(-c2csc(-c3cn(CCNC(=O)OC(C)(C)C)c4ccc(F)cc34)n2)c2cccnc21,49,78,34,65,56,32,34,66
COC(=O)c1ccccc1OC(C)=O,97,99,90,nt,103,116,92,100
CCOC(=O)/C(C)=N\NC(C)=O,nt,109,nt,nt,112,107,108,97
CCCCCCCCCCC(CCc1ccccc1)CSCC(CCCCCCCCCC)CCc1ccccc1 (stereo not given),nt,110,101,93,105,95,104,106
Cc1c2c(cc[n+]1Cc1ccccc1)c1ccc(OCC3CCCCC3)cc1n2CC1CCCCC1,-86*,-85*,-36*,-58*,-46*,-64*,-45*,-95*
O=C(NNC(=S)Nc1cccc(C(F)(F)F)c1)c1ccncc1,nt,105,96,130,91,86,103,99
NC(=S)NN=C1CCC2(CCCCC2)CC1,89,102,87,117,103,103,98,118
COc1cccc(-c2[nH]c(=S)ncc2C(=O)c2ccccc2)c1,102,-20*,94,28,35,77,113,79
O=C(O)/C=C/C(=O)NCCNC(=O)/C=C/C(=O)O,91,110,100,112,105,104,94,101
CCOC(=O)Cn1c2c(sc3ncccc32)c(=O)n2nnc(-c3ccccc3)c12,86,110,92,96,100,93,96,102
N#CC1(c2ccccc2)CCCC1(C#N)c1ccccc1 (stereo not given),77,89,88,78,88,89,102,88
CCCCNC(=O)CC1=C(C)/C(=C/c2[nH]c(-c3ccc[nH]3)cc2OC)N=C1C,-20*,20,27,-17*,1.7*,7.6*,39,50
CCn1c(SCC(=O)Nc2cccc(C(=O)/C=C/c3ccc(Cl)cc3)c2)nc2ccccc2c1=O,73,102,92,85,105,103,96,97
COc1cc(C2C(C#N)=C(N)N(c3ccc(F)cc3F)C3=C2C(=O)CC(C)(C)C3)cc(OC)c1O (stereo not given),97,102,104,90,84,92,nt,103
CC(=O)Nc1cc(F)ccc1F,111,98,106,93,113,104,107,120
CCOc1c(C#N)c(Nc2ccc(S(N)(=O)=O)cc2)c(C#N)c(=O)n1C(=S)Nc1ccccc1,100,107,104,103,122,109,110,105
CC1=C([Se]CC(OC(=O)CC[Se]c2ccccc2)C(=O)NCCCCCC(=O)OCc2ccccc2)C(=O)c2ccccc2C1=O (stereo not given),-6.0*,20,9.8*,nt,39,17,49,-15*
Cc1nc(N)[nH]c(=O)c1CCC1OCCO1,94,114,105,122,105,94,110,106
NS(=O)(=O)c1ccc(Nc2nc(SCC(=O)c3ccc(Br)cc3)nc3ccccc23)cc1,112,110,91,78,85,96,81,98
COc1cc2oc(-c3ccc(O)cc3)cc(=O)c2c(O)c1I,113,101,95,79,93,111,87,126
Cn1cc(-c2nnc(N)nc2-c2c[nH]c3ccc(F)cc23)c2cc(Br)cnc21,26,67,35,9.2*,43,4.3*,59,57
OCC(O)C(O)C(O)CO (stereo not given),70,114,nt,104,100,103,109,97
O=C1/C(=C/c2ccccc2)S[C@]2(C(=O)Nc3ccccc32)N1c1ccccc1,73,104,90,103,101,88,73,73
C=C(C)[C@@H]1CC[C@]2(C(=O)N[C@H](CO)Cc3ccccc3)CC[C@]3(C)[C@H](CC[C@@H]4[C@@]5(C)CCCNC(C)(C)[C@@H]5CC[C@]43C)[C@@H]12,-89*,-94*,-47*,-57*,nt,-63*,-49*,-86*
C=C(C)[C@@H]1CC[C@]2(C(=O)O)CC[C@]3(C)[C@H](CC[C@@H]4[C@@]5(C)C[C@@H](CC#Cc6ccccc6C)C(=O)C(C)(C)[C@@H]5CC[C@]43C)[C@@H]12,38,56,31,23,14,13,15,33
O=C(CSc1nc2ccc(Cl)cc2c(=O)n1-c1ccc(Cl)cc1)NNS(=O)(=O)c1ccccc1,36,84,84,67,65,85,92,42
CC(=O)c1cc2c(N)c(C(=O)Nc3ccccc3Cl)sc2nc1C,91,89,88,88,nt,95,96,105
COc1ccc(-c2nn(-c3ccccc3)cc2/C=C/C(=O)NNC(=O)Nc2ccc(Br)cc2)cc1,99,108,67,59,94,88,92,85

# Part of the list above, reformatted:
# Order of values – HOP-92, MDA-MB-435, CCRF-CEM, SR, K-562, MOLT-4, RPMI-8226, HOP-62
> Cc1c2c(cc[n+]1Cc1ccccc1)c1ccc(OCC3CCCCC3)cc1n2CC1CCCCC1
 : -86*, -85*, -36*, -58*, -46*, -64*, -45*, -95*
> Cc1ccc(=O)n(-c2ccc(C3=NCCN3)cc2)c1
 : 78, 107, 99, 98, 101, 110, 103, 92
> CCOc1ccc(/C=C\C(=O)O)cc1
 : 87, 107, 96, 82, 103, 92, 113, 135
> Fc1ccc(/C=N/Nc2ncc(-c3cc4cc5c(cc4o3)OCO5)s2)cc1
 : 135, 99, 113, nt, 80, 100, 90, 94

# New compounds follow
SMILES,HOP-92,MDA-MB-435,CCRF-CEM,SR,K-562,MOLT-4,RPMI-8226,HOP-62
COc1cc2c3c(c1OC)C(=O)CC3CCCC2 (stereo not given),84&99,100&101,85,73,95&109,84&93,91&103,93&92
Cc1c(C)c2ccc(OCc3nnc4sc(-c5ccccc5)nn34)cc2oc1=O,69,89,71,88,61,89,31,91
O=C1CCC(=O)N1CCO,nt,104,103,99,108,105,108,107
C/C(=C(/c1ccccc1)c1ccc(N2C(=O)c3cccc4c(N5CCCCC5)ccc(c34)C2=O)cc1)c1ccccc1,68,96,83,73,76,92,nt,86
CCC1CCCc2ccccc21 (stereo not given),78,106,99,97,102,100,103,98
O=c1cc(Cc2ccc([N+](=O)[O-])cc2)[nH]c(=O)[nH]1,96,107,91,92,111,95,92,93
NC1=C(C/C(N)=N\O)C(c2ccccc2)c2c(ccc3ccccc23)O1 (stereo not given),87,100,86,83,79,67,82,80
COc1cc(C2C(C#N)=C(N)OC3=C2C(=O)c2ccccc2C3=O)cc(OC)c1O (stereo not given),44,-31*,106,38,nt,105,17,34
Cc1noc(C)c1CSc1nc2ccccc2n1-c1ccccc1,75,100,nt,70,89,97,96,69
CN([O-])c1nc(N(C)[O-])nc(N2CCOCC2)n1.CN([O-])c1nc(N(C)[OH2+])nc(N2CCOCC2)n1.[Fe+3],62[100 µM],-31*[100 µM],12[100 µM],67[100 µM],17[100 µM],30[100 µM],81[100 µM],165[100 µM]
COc1cc(-c2cc(=O)c3c(O)cc(O)cc3o2)cc(OC)c1OC,88,77,76,41,81,89,74,91
C/C(=N\Nc1nc(-c2cc(O)c(C)c(C)c2O)cs1)c1ccccc1,111,103,20,104,93,54,90,108
COc1ccc(-c2nc([C@@H](C)Sc3nc(N)cc(N)n3)c(C)s2)cc1OCCN1CCOCC1,95,110,84,98,nt,85,70,95
COc1ccc(/C=N/N2CN(C(C)C(=O)O)B(N(CCO)CCO)N=C2N)cc1OC (stereo not given),77[100 µM],99[100 µM],100[100 µM],115[100 µM],92[100 µM],104[100 µM],89[100 µM],94[100 µM]
CNC1=C([N+](=O)[O-])C(c2ccccc2)C(C#N)=C(c2ccc[nH]2)O1 (stereo not given),89,97,nt,100,102,92,111,105
Cc1oc(-c2cccc(C(F)(F)F)c2)cc1C(=O)Nc1nccs1,91,96,92,52,89,94,93,82
C1=Cc2ccccc2CC1,80,115,111,92,108,99,nt,102
O=C(NCCCOc1ccc([N+](=O)[O-])cc1Cl)OCc1ccccc1,98,98,96,110,101,102,101,111
Cc1ccc(N2C3=C(CCCC3)C(=O)C2(C)C(=O)OCc2ccccc2)cc1C (stereo not given),83,95,99,82,81,77,82,98
N#Cc1c(Cl)nc(SCC(=O)N2CCN(c3cc4c(cc3F)c(=O)c(C(=O)O)cn4C3CC3)CC2)nc1-c1cccc(Cl)c1,112,106,107,100,106,103,105,89
O=C(Nc1cccc(-n2ccc3c(NC(=O)c4ccccc4)nccc32)c1)Nc1ccc(Cl)c(Cl)c1,49,12,42,27,38,57,51,86
O=C1C=CC(Nc2cccc([N+](=O)[O-])c2)C1Nc1cccc([N+](=O)[O-])c1 (stereo not given),92,101,84,nt,85,83,93,89
CSc1nc2c(c(=O)[nH]1)C(c1ccc(C)cc1)C=C(C(=O)O)N2 (stereo not given),122,102,nt,117,110,119,112,107
O=c1/c(=C/N2CCc3ccccc32)sc2ncnn12,100,112,96,99,111,113,102,105
CN1C(=O)N(c2ccccc2)C(=O)C2(CC=CC2)C1=O,104,104,111,114,116,102,117,103
COc1cc(-c2nccc3[nH]c(-c4ccc5cc[nH]c5c4)nc23)cc(OC)c1OC,-8.6*,5.2*,5.3*,-4.9*,-14*,18,-43*,-20*
c1ccc2c3c(cc(CNCCNCc4cc5c(c6ccccc46)CCCC5)c2c1)CCCC3,nt,100,79,41,47,77,62,85
CCCCNCCCCCCl,92,99,nt,nt,nt,nt,96,105
CC/C=C\CCC/C=C1/C(=O)C=C[C@@H]1C/C=C\CCCC(=O)OC,83,-22*,3.2*,2.4*,0.9*,3.5*,1.4*,42
O=C(CSc1nc2ccccc2c(=O)n1-c1ccccc1)N/N=C/c1ccc(N2CCOCC2)cc1,95,101,92,94,116,117,104,102
COC(=O)/C=C/c1cc(OC(C)=O)c2c(c1)[C@@H](C(=O)OC)[C@H](c1ccc(OC(C)=O)c(OC(C)=O)c1)O2,13,-65*,6.7*,11,8.1*,15,3.3*,24
O=S(=O)(O)CC(O)CN(CCO)CCO (stereo not given),97,121,97,92,102,99,99,105
Cc1nn(-c2ccccc2)c(N2CCCCC2)c1/C=N/Nc1nc(-c2ccc(Cl)c(Cl)c2)cs1,55,94,101,88,90,83,82,94
NNC(=S)n1ccc(-c2cc3c(ccc4ccccc43)oc2=O)n1,109,104,93,81,89,84,97,nt
N#Cc1c(-c2ccccc2)[nH]c2ncc(-c3ccc(F)cc3)n2c1=O,65,103,96,89,76,88,93,61
C=CCNC(=S)N/N=C/C=C/CCC,76,106,99,101,82,92,90,93

# Single records, as listed above. Order of values: HOP-92, MDA-MB-435, CCRF-CEM, SR, K-562, MOLT-4, RPMI-8226, HOP-62
# Cn1cc(-c2csc(-c3cn(CCNC(=O)OC(C)(C)C)c4ccc(F)cc34)n2)c2cccnc21 in the list: 49, 78, 34, 65, 56, 32, 34, 66
# COC(=O)/C=C/c1cc(OC(C)=O)c2c(c1)[C@@H](C(=O)OC)[C@H](c1ccc(OC(C)=O)c(OC(C)=O)c1)O2 in the list: 13, -65*, 6.7*, 11, 8.1*, 15, 3.3*, 24

# Other results
SMILES,HOP-92,MDA-MB-435,CCRF-CEM,SR,K-562,MOLT-4,RPMI-8226,HOP-62
Cc1cc(N=C2C=CC(=O)C=C2)c(C(C)C)cc1O,82,110,65,89,100,77,80,93
Cc1cc(C)nc(C=O)c1,93,105,97,114,114,109,105,123
Cc1[nH]c2ncnc(Oc3ccc(NC(=O)Nc4ccc(Cl)cc4)cc3)c2c1C,111,107,91,76,82,67,87,100
Cc1cc(NS(=O)(=O)c2ccc(Nc3nc(CN/N=C/c4ccc([N+](=O)[O-])cc4)nc4ccccc34)cc2)no1,99,100,99,91,99,99,97,96
N[C@@H](CCC(=O)NO)C(=O)O,99[20 µM],104[20 µM],99[20 µM],nt,90[20 µM],102[20 µM],105[20 µM],102[20 µM]
COc1cccc2c(=O)c(C(=O)O)c[nH]c12,nt,104,100,91,nt,92,104,86
